# S1P4 antagonist – human S1P4 receptor antagonism; O95977; S1P4-expressing cells, antagonist mode, reporter read-out; inhibition, % at 4.98 µM; hit rate 0.26% among 220,000; AID 1510; in the data active = inhibition above about 29%;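 also: 0% = wells stimulated with agonist and 100% = vehicle wells without agonist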
# Target sequence (O95977 whole entry, looked up): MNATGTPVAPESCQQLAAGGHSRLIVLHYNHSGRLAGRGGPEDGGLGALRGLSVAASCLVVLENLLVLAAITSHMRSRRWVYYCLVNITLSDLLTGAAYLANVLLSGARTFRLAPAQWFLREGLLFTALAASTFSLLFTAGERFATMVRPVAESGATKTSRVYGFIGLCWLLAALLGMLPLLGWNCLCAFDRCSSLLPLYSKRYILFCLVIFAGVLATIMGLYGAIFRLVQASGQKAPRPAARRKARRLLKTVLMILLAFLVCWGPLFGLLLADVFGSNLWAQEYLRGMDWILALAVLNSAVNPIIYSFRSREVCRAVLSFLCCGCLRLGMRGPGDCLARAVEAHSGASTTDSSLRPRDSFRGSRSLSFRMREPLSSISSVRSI
# PERK inhibitor – human PERK inhibition, primary cell-based screen | hit rate 0.17% among 220,000 | Q9NZJ5 | CHO PERK-DD fusion, SEAP luminescence translation reporter | inhibition, % at 5.6 µM;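 active = inhibition above the mean inhibition of all tested compounds plus 3 SD, set separately per screening campaign, cut at about 2.9% in these data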;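 also: PERK kinase domain activated by AP20187 dimerizer at 100 nM; 0% = DMSO with dimerizer and 100% = rapamycin at 8.4 µM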
# Calpain2 inh – blocks pig calpain II enzyme activity | purified calpain II, fluorogenic peptide substrate, 30 min | inhibition, % at 16 µM | hit rate 0.37% among 220,000 | AID 1236;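 active = inhibition above about 50%, limit read from the data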
# Ba/F3 V617F tox – loss of viability in JAK2V617F-driven Ba/F3 cells | hit rate 1.1% among 220,000 | inhibition, % at 5.6 µM | Ba/F3 EpoR-JAK2V617F viability, ATP luminescence;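 active = inhibition above the campaign mean plus 3 SD over all tested compounds, cut at about 24% in these data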;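 also: cytokine-independent growth of Ba/F3 cells driven by EpoR plus mutant JAK2; 0% = DMSO-treated cells and 100% = JAK inhibitor I control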
# S1P4 agonist – activates the human S1P4 receptor | hit rate 0.35% among 220,000 | O95977 | S1P4-expressing cell line, agonist reporter assay | activation, % at 4.98 µM | AID 1509; in the data active = activation above about 11%;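 also: 0% = DMSO vehicle and 100% = reference agonist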
# TRPML3 agonist – activates the human TRPML3 channel. HEK293 TRPML3-YFP, Fluo-8 calcium fluorescence; 100% = the carbachol control signal. Q8TDD5. hit rate 0.29% among 220,000. activation, % at 3 µM;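 active = activation above its plate's cutoff, the mean activation of the plate's test wells plus 3 SD, cut at about 12% in these data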;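 also: 0% = DMSO only wells and 100% = carbachol wells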
# Target sequence (Q8TDD5 whole entry, looked up): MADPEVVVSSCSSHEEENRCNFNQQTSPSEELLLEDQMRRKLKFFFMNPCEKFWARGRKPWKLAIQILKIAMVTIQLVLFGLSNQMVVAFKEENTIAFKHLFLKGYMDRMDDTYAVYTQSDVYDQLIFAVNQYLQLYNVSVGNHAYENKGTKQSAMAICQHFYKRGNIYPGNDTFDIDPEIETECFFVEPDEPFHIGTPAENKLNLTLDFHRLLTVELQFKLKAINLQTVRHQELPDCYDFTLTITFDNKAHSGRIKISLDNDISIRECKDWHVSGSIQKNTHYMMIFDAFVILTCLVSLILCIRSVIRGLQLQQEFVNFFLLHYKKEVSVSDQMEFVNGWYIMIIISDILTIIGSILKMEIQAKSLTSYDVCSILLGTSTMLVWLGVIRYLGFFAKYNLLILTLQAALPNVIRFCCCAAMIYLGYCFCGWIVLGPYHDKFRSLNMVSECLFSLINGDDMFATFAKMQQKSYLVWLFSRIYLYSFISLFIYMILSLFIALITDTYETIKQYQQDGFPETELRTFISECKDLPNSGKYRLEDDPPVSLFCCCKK
#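 Test system: HEK293 cells stably carrying human TRPML3-YFP; Doses: single dose, 3 µM final nominal compound, 0.3% DMSO final; Schedule: dye loading 1 h 37 °C then 30 min ambient, 125 s read; Technique: Fluo-8 calcium fluorescence; Benchmarks: high control carbachol 87 µM, low control DMSO.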
# EP2 modulator – modulators of human EP2 prostaglandin E2 receptor; P43116; EP2-expressing cells, cAMP HTRF FRET, PGE2 co-stimulation; induction, % at 25 µM; hit rate 0.83% among 260,000; AID 940;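 active = compounds whose cAMP rise, as percent of the full-agonist control response, exceeds 60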;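 also: rat C6 glioma line stably carrying human EP2 under a CMV promoter; the protocol text gives 20 µM as final concentration; 100% = response of wells given 1 µM PGE2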
# BaF3 parental – parental Ba/F3 viability inhibition as JAK2V617F counter-screen; inhibition, % at 5.6 µM; CellTiter-Glo ATP luminescence; AID 1486; hit rate 1.1% among 220,000;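 active = inhibition above a per-campaign cutoff, the mean inhibition of all tested compounds plus 3 SD, cut at about 27% in these data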;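 also: 0% = DMSO wells and 100% = JAK Inhibitor I control wells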
# zfTRPN1 agonist – zebrafish TRPN1 (NompC) channel agonism | HEK293 zebrafish TRPN1-YFP, Fluo-8 calcium fluorescence; 100% = response to 87 µM carbachol | activation, % at 3 µM | hit rate 0.18% among 220,000 | AID 1424;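 active = activation above its plate's cutoff, the mean activation of test wells on that plate plus 3 SD, cut at about 19% in these data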;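 also: 0% = DMSO alone and 100% = 87 µM carbachol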
#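 Assay system: Zebrafish TRPN1-YFP in HEK293 cells | Incubation: Dye loading 1 h at 37 °C, then 30 min room temperature | Measured by: Kinetic Fluo-8 fluorescence, ex 470-495, em 515-575 nm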
# Numbers without * were called inactive; & = joins results of further samples. The order is random; about 3.6% have a hit in one of these screens.
SMILES,S1P4 antagonist,PERK inhibitor,Calpain2 inh,Ba/F3 V617F tox,S1P4 agonist,TRPML3 agonist,EP2 modulator,BaF3 parental,zfTRPN1 agonist
C=CCc1ccc(OCCCCN2CC(C)CC(C)C2)c(OC)c1 (stereo not given),-0.2,0.6,3.0,0.1,-0.5,0.4,8.0,3.0,-0.7
O=C(NCCCl)NNC(=O)c1cc2ccccc2cc1O,-15.6,0.0,-13.2,-2.0,0.7,0.5,-23.2,0.8,0.6
Cc1nc(SCC(=O)NC(C)(C#N)C2CC2)c2c(-c3cccs3)csc2n1 (stereo not given),-6.8,-0.3,9.6,-3.7,-0.3,-0.1,-7.6,0.9,-1.9
CCC(=O)c1c(OCc2ccccc2)ccc2c(C)cc(=O)oc12,-2.1,1.4,-7.2,0.4,1.1,0.6,-24.8,6.8,-2.9
CC(C)(C)c1ccc(OCCCNCc2ccccc2)cc1,-4.1,-1.7,24.8,5.7,0.5,0.5,7.0,5.0,0.3
c1ccc(-c2ccnc3nc(N4CCN(c5ccccc5)CC4)nn23)cc1,-13.2,0.8,3.3,-0.3,-1.6,-1.3,-6.4,8.4,-3.1
Cc1ccc(-n2ncc3c(SCc4cccc(C)c4)ncnc32)cc1,-25.6,0.7,-12.4,-2.0,1.4,0.9,20.9,1.1,0.7
O=C(O)c1cccc(OCc2ccccc2Cl)c1,-1.1,1.0,5.7,-0.5,3.2,0.5,30.6,3.3,0.4
CC(=O)NC1C(=O)N=C(SCC(=O)Nc2cccc(Cl)c2)NC1=O (stereo not given),27.0,0.5,-10.0,-2.9,0.4,0.4,29.6,2.0,1.9
COc1cc2c3c(c1OC)C1(C=CC(=O)C=C1)CC3N(C(=O)c1ccccc1)CC2 (stereo not given),-9.0,-0.3,6.5,4.5,0.2,0.2,-21.2,0.7,0.0
COc1cc(O)c2c(=O)c3c(OC)c(O)ccc3oc2c1,-9.7,-0.7,22.5,7.5,0.9,0.0,-12.8,7.4,-0.8
Cc1cc(C(=O)Cn2nc(C(=O)O)c3ccccc3c2=O)c(C)n1CC(F)(F)F,0.9,0.2,-24.4,-0.7,1.6,0.0,-29.3,4.2,1.4
CC(=O)Nc1cccc(NC(=O)c2ccc(Br)cc2)c1,-13.5,0.7,-12.6,-1.7,1.0,0.2,-6.0,4.4,-0.4
Cc1ccccc1-c1nc(-c2ccc(NC(=O)c3ccc4c(c3)OCO4)cc2)no1,-7.3,0.0,-145.4,1.1,3.0,0.7,-9.7,4.2,-0.6
CCOc1ccccc1N1C(=O)c2ccc(C(=O)Nc3cccnc3)cc2C1=O,-7.9,0.3,-18.2,-2.0,-1.2,0.2,13.8,4.4,0.4
Cc1nn(-c2ccccc2)c(C)c1NC(=O)COc1ccc(Br)cc1Cl,-7.2,0.4,5.3,-1.1,-0.2,1.7,7.5,5.6,3.0
CC1CN(S(=O)(=O)c2ccc(C(=O)Nc3nccs3)cc2)CC(C)O1 (stereo not given),-2.8,-1.7,-5.1,-1.1,1.3,1.6,0.2,0.6,2.5
O=C(NNC1CC(=O)N(c2ccc(Cl)cc2)C1=O)c1ccco1 (stereo not given),-13.7,1.1,-26.4,-1.3,-0.9,0.9,30.9,3.5,1.0
O=C(CSc1nc2c(cnn2-c2ccccc2)c(=O)[nH]1)N1N=C(c2cccs2)CC1c1ccc(F)cc1 (stereo not given),3.7,0.5,-67.8,-0.9,2.7,0.5,47.2,9.0,1.0
CCOc1cccc(SCc2noc(C(=O)NCC3CCCO3)c2C(=O)O)c1 (stereo not given),-9.1,0.9,-0.6,-1.1,-1.8,-0.3,-7.9,-0.8,-0.1
CCN(Cc1ccccc1)c1ccc(/C=N/NS(=O)(=O)c2cccc([N+](=O)[O-])c2)cc1,-23.8,0.8,-25.4,-2.4,2.8,-0.3,30.1,-1.0,-2.4
COC(=O)CN(C)C(=O)CC1C(=O)NCCN1CC(C)(C)C (stereo not given),7.0,0.6,-36.2,-2.7,0.9,0.4,31.6,-2.3,0.7
O=Cc1c(N2CCN(c3cccc(Cl)c3)CC2)nc2ccccn2c1=O,10.1,-0.1,28.2,-1.3,-2.0,1.0,11.5,4.2,0.5
c1cncc(-c2nnc3n2N=C(c2cccs2)CS3)c1,-7.7,-0.1,-21.3,-0.5,2.5,0.1,-1.2,6.2,0.5
O=S(=O)(NCCOCCNS(=O)(=O)c1ccccc1)c1ccccc1,7.9,-0.2,11.0,-4.4,-4.2,1.3,13.0,0.1,1.9

# More records.
SMILES,S1P4 antagonist,PERK inhibitor,Calpain2 inh,Ba/F3 V617F tox,S1P4 agonist,TRPML3 agonist,EP2 modulator,BaF3 parental,zfTRPN1 agonist
O=C(COc1ccc(Cl)cc1)Nc1ccc(N2CCN(C(=O)c3ccco3)CC2)cc1,-15.6,0.2,-4.9,0.2,-0.1,3.1,-63.8&-12.0,5.5,5.7
Nc1c(C(=O)NC23CC4CC(CC(C4)C2)C3)sc2nc3c(c(C(F)(F)F)c12)CCC3,-15.9,1.8,-216.5,-2.2,2.5,0.0,58.7,4.0,1.9
Cc1ccc(NC(=O)c2ccccc2-c2ccc(C(F)(F)F)cc2)cc1S(=O)(=O)N1CCOCC1,4.7,-1.1,-8.0,-1.8,-1.3,-0.1,-0.1,3.2,-1.2
CCN(CC)CCCNc1nc2ccccc2[nH]1,-10.3,1.0,-18.8,1.3,1.1,0.3,17.0,2.1,0.9
CCn1c(CSc2nnc3ccccn23)nc2cc(C(=O)O)ccc21,0.2,2.1,-9.5,-3.0,0.0,0.1,18.0,0.3,1.2
CCOc1ccccc1NC(=O)c1ccc(-n2cncn2)nc1,-4.3,0.1,-19.0,1.6,0.5,0.8,12.0,3.6,-0.2
CCOc1ccc(NS(=O)(=O)c2ccc3[nH]cc(C(=O)NC(C)CC)c(=O)c3c2)cc1 (stereo not given),4.6,1.8,14.4,-3.0,3.0,0.5,-13.1,3.2,1.3
CCOC(=O)c1c(-c2cccs2)csc1NC(=O)COC(=O)c1c(C)noc1C,2.8,-0.3,11.8,-1.8,2.1,-1.0,69.1*,3.9,0.7
COc1cc(/C=C/C2=NC(=O)C(C)(C)O2)ccc1O,4.9,1.0,-33.9,-0.5,0.2,0.4,-3.6,4.9,-0.1
Fc1ccccc1-n1cn[nH]c1=S,-7.3,0.4,5.5,2.1,-1.0,0.6,8.2,2.3,1.4
CCOCCCNC(=O)c1c[nH]c2cc(C)ccc2c1=O,-7.7,0.8,-10.4,-4.2,0.4,1.1,6.4,1.4,2.5
CC(=O)NCCSC(=O)c1ccc(F)cc1,-1.6,1.2,18.5,-5.9,-0.4,0.0,1.9,-0.9,-0.8
CC(C)Sc1nc2ccsc2c(=O)[nH]1,-4.2,0.3,16.6,-0.9,2.0,0.1,36.3,5.0,0.6
COc1ccc(NS(=O)(=O)c2ccc(NC(=O)C3CCCO3)cc2)cc1 (stereo not given),-3.4,0.6,-23.4,-2.7,-2.1,3.9,5.1,5.5,5.6
O=C(Nc1ccc(N2CCOCC2)c(Cl)c1)c1c(F)c(F)c(F)c(F)c1F,-17.7,1.2,23.9,-0.4,0.6,1.5,-7.6,3.8,0.4
O=C(O)c1cccc(Oc2cccc(Cl)n2)c1,-10.9,0.3,0.5,-0.6,3.1,0.6,17.8,5.2,1.0
N=c1n(CCCOc2ccc(F)cc2)c2ccccc2n1CC(N)=O,-0.3,1.6,-16.3,-0.8,0.0,0.7,26.0,2.1,1.7
COC(=O)c1ccc(NC(=O)c2ccc(F)cc2)o1,-13.4,-0.5,-13.6,0.5,2.2,2.6,-4.1,-2.3,0.8
O=C(Cn1c(=O)oc2ccccc21)N1CCN(c2ccc(N3CCOCC3)nn2)CC1,-12.6,0.6,-407.7,-4.9,1.2,0.2,1.2,4.2,-0.2
CCc1cc2c(=O)nc3n(c2s1)Cc1ccccc1/C3=C(/O)c1ccccc1Cl,-2.2,-0.6,13.4,-3.6,-6.0,0.2,8.0,2.6,-0.8
Cc1cccn2c(=O)c3cc(C(N)=S)c(=N)n(CCCOC(C)C)c3nc12,-11.3,-1.2,-236.6,0.6,0.9,-0.3,37.4,5.9,-0.8
Clc1cc(NCc2cccs2)ccc1N1CCOCC1,-9.8,1.5,26.0,-3.6,0.5,0.3,-6.6,-2.0,1.4
O=c1c2ccccc2nc(/C=C/c2ccc(O)cc2)n1CCc1ccccc1,-33.5,-1.4,-27.9,4.2,3.0,0.2,-3.3,5.7,0.6
O=C(c1cn(-c2ccccc2)nc1-c1cc2ccccc2oc1=O)N1CCOCC1,0.3,0.7,-440.6,-0.6,0.3,1.2,-1.1,0.4,0.9
CCOc1ccc2nc(SCC(=O)c3ccc(Cl)s3)sc2c1,-8.2,-0.7,9.6,6.0,0.0,0.8,3.4,9.5,0.4

# New compounds follow.
SMILES,S1P4 antagonist,PERK inhibitor,Calpain2 inh,Ba/F3 V617F tox,S1P4 agonist,TRPML3 agonist,EP2 modulator,BaF3 parental,zfTRPN1 agonist
O=C(CSc1nc(-c2ccco2)cc(C(F)(F)F)n1)NCC1CCCO1 (stereo not given),0.3,0.3,-8.0,-2.0,0.2,0.2,0.8,-0.4,-0.2
O=C(CN1CC(c2ccccc2)CC1=O)N/N=C/c1cc(Br)ccc1O (stereo not given),-1.6,-0.4,-204.3,5.6,0.9,-0.5,-49.0,4.8,0.8
Cc1ccc(Nc2c(-c3ccccn3)nc3ccc(C)cn23)cc1,7.1,-0.4,18.9,4.5,0.9,-0.7,29.1,1.6,-3.0
CCCc1nn(C)c(C(=O)Nc2ccccc2)c1Cl,-15.1,0.6,0.3,-0.2,-0.8,-0.8,0.5,3.5,-2.0
COc1cccc(C(=O)NCC(=O)OCC(=O)Nc2ncc(Cl)cc2Cl)c1,-23.5,0.2,-4.4,0.4,0.2,0.0,30.2,7.3,-1.4
O=C(NCc1ccccc1)c1csc(-c2cccnc2)n1,-12.9,0.4,-12.3,-4.8,1.4,0.5,-15.8,0.0,3.1
c1ccc2sc(SCSc3nc4ccccc4s3)nc2c1,-5.5,1.1,-1.7,-0.1,0.6,0.9,-11.0&13.7,0.9,1.3
O=C(N/C=C\c1ccccc1)NCc1ccc(Cl)cc1,-14.7,0.8,-1.6,-0.6,1.6,0.5,-34.9,3.0,0.1
O=C(CSc1nnc(-c2ccccc2O)o1)Oc1ccc(Br)cc1,4.4,0.2,3.8,-0.8,2.2,0.5,6.6,1.8,-0.4
CC(NS(=O)(=O)/C=C/c1ccccc1)C(=O)NCCc1ccc(S(N)(=O)=O)cc1 (stereo not given),5.8,0.8,-42.9,2.3,0.2,-1.0,-1.5,8.5,0.8
Cc1ccc2nc(-c3ccc(NC(=O)COCC(=O)O)cc3)sc2c1,-10.7,0.7,-105.9,-0.6,2.0,1.1,-35.2,1.1,2.9

# Quoted from above, 4 compounds:
SMILES,S1P4 antagonist,PERK inhibitor,Calpain2 inh,Ba/F3 V617F tox,S1P4 agonist,TRPML3 agonist,EP2 modulator,BaF3 parental,zfTRPN1 agonist
O=C(NCc1ccccc1)c1csc(-c2cccnc2)n1,-12.9,0.4,-12.3,-4.8,1.4,0.5,-15.8,0.0,3.1
c1ccc2sc(SCSc3nc4ccccc4s3)nc2c1,-5.5,1.1,-1.7,-0.1,0.6,0.9,-11.0&13.7,0.9,1.3
O=C(N/C=C\c1ccccc1)NCc1ccc(Cl)cc1,-14.7,0.8,-1.6,-0.6,1.6,0.5,-34.9,3.0,0.1
O=C(CSc1nnc(-c2ccccc2O)o1)Oc1ccc(Br)cc1,4.4,0.2,3.8,-0.8,2.2,0.5,6.6,1.8,-0.4
